KCNK3 block – human KCNK3 channel inhibition, primary screen | 340,000 compounds, 0.84% hits | CHO-KCNK3 thallium flux, FluxOR fluorescence; hits give low values | B-score at 10 µM | AID 602410 | O14649;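 active means B-score under library mean minus 4 SD, starting fluorescence ratio at most library mean plus 5 SD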;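 further: more negative B-score means stronger inhibition of thallium flux through KCNK3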
Target sequence (O14649 whole entry, looked up): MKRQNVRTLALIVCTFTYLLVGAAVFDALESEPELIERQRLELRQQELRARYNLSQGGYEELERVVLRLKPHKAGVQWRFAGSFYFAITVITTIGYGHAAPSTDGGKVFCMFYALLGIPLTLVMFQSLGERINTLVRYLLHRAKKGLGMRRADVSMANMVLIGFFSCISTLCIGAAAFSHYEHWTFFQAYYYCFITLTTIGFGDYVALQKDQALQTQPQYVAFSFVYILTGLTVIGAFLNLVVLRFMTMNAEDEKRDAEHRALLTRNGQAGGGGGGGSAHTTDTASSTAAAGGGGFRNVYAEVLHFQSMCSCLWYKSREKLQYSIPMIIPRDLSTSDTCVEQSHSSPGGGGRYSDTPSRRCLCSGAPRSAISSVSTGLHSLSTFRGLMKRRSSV
Calls only; i = inactive. Not all compounds are listed; count on the stated rates, not on these rows.

The first two compounds, to show the layout:
KCNK3 block,SMILES
i,C#CCN1C=CC(=O)[C@@H](OC(=O)Nc2ccc(C)cc2)[C@H]1c1ccccc1Br
i,COCC(=O)N1C[C@H]2CON(C)[C@H]2C[C@H]1c1cccc(-c2ccc(C#N)cc2)c1

The whole of this part, previewed entries included:
KCNK3 block,SMILES
i,C#CCN1C=CC(=O)[C@@H](OC(=O)Nc2ccc(C)cc2)[C@H]1c1ccccc1Br
i,COCC(=O)N1C[C@H]2CON(C)[C@H]2C[C@H]1c1cccc(-c2ccc(C#N)cc2)c1
i,CN1OC[C@@H]2CN(Cc3ccccc3)[C@H](c3cccc(-c4ccc(C#N)cc4)c3)C[C@@H]21
i,O=C(CCc1ccccc1)N[C@@H]1c2ccccc2CC[C@H]1OCc1ccccc1
i,CCC[C@@H](CN1CCC[C@H]1CN1C(N)=NC[C@H]1CC(C)C)N1C[C@@H]([C@H](C)CC)N(CCCC2CCCC2)C1=N
i,CC(C)N(C(=O)[C@H]1CC(CC(=O)NCc2cccc(C(F)(F)F)c2)C(=O)N2CCc3c([nH]c4ccccc34)[C@]12C)C(C)C (some centres not stated)
i,O=C(NCc1ccccc1)c1ccc(NC(=O)C2CCCCC2)cc1
i,O=S(=O)(NCCc1ccc(F)cc1)c1cc(C(F)(F)F)ccc1Br
i,CC(C)[C@@H](CO)NS(=O)(=O)c1ccc(Br)cc1F
i,COC(=O)[C@@]1(C)[C@H]2C(=O)N(Cc3ccccc3)C(=O)[C@H]2[C@H]2CN=C(SCC(=O)c3ccccc3)N21
i,Cc1ccc([C@H]2C(C(=O)O)=CC[C@@H](c3ccc(Cl)cc3)N2S(=O)(=O)c2ccc(C)cc2)cc1
i,C[C@@H]1CN[C@H](CCO)/C1=C\c1ccccc1

Further compounds follow.
KCNK3 block,SMILES
i,CCCCCCCCNS(=O)(=O)CCNC1CC1
i,CCCCN1CC(COc2ccccc2)Oc2cccc(F)c2S1(=O)=O (configuration not stated)
i,NC(=O)c1ncn([C@@H]2O[C@H](CNCc3ccccc3OCc3ccc(Cl)cc3Cl)[C@@H](O)[C@H]2O)n1
i,O=C(C[C@H]1C[C@H](C(=O)N2CCOCC2)[C@@]2(CCC3CCCC3)c3[nH]c4ccc(Cl)cc4c3CCN2C1=O)NCCN1CCOCC1
i,CC(C)[C@H]1COCCS(=O)(=O)N1Cc1ccccc1-c1ccccc1
i,C=CCCC1CN(CCCC)S(=O)(=O)c2c(F)cccc2O1 (configuration not stated)
i,CCOc1ccc(NC(=O)c2cccc(-n3cccc3)c2)cc1S(=O)(=O)N1CCOCC1
i,O=[N+]([O-])c1ccc(COc2ccc(CN3CCCC3)cc2)cc1
i,CC(C)(C)OC(=O)N1CCC(C(=O)Nc2ccc(C(=O)N3CCCCC3)cc2)CC1
i,CC[C@]12c3[nH]c4ccccc4c3CCN1C(=O)C(CC(=O)NCCCOC)C[C@@H]2C(=O)N1CCN(C(=O)C2CC2)CC1 (some centres not stated)
i,COCC(=O)N(C)[C@H]1C[C@H]2c3cc(Oc4ccccc4C)ccc3CCN2C(=O)[C@H]1[C@H](C)O
i,CC(C)(C)S(=O)(=O)N1Cc2cc(CO)cc(CCO)c2[C@H]1CCO

(listing goes on)
KCNK3 block,SMILES
i,Cc1ccc(C(=O)N2CCC3CC2c2cc(-c4ccc5c(c4)OCO5)ccc23)cc1 (configuration not stated)
i,COC(=O)[C@@]1(Cc2ccccc2)[C@H]2C(=O)N(Cc3ccccc3)C(=O)[C@H]2[C@H]2CN=C(SCc3ccccc3)N21
i,CN(Cc1ccccc1)C(=O)c1cccc(NC(=O)Cc2ccc(NC(=O)C3CCCN(C(=O)C4CCC4)C3)cc2)c1 (configuration not stated)
i,NS(=O)(=O)c1ccc(N2N=C(c3ccccc3)CC2c2cccc(Cl)c2)cc1 (configuration not stated)
i,CCOC(=O)C1=CN(Cc2cccc(I)c2)S(=O)(=O)N(C)C1C (configuration not stated)
i,Cc1cn([C@H]2C[C@H](O)[C@@H](CCC(=O)NCc3ccccc3)O2)c(=O)[nH]c1=O
i,O=C(Nc1ccc(C(=O)N2CCCCC2)cc1)C1CCCC1
i,Cc1noc(C)c1NC(=O)N(C)C[C@H]1Oc2ccc(NC(=O)c3ccncc3)cc2C(=O)N([C@H](C)CO)C[C@@H]1C
i,CCN(C[C@H]1N[C@@](CC)(C(=O)OC)[C@H]2C(=O)N(Cc3ccccc3)C(=O)[C@@H]12)C(=O)c1ccc(C)cc1
i,CCCCN1C(=O)C(=O)c2cc(Cl)ccc21
i,CN(CC(=O)Nc1cccc(F)c1)C(=O)C1CCN(C(=O)c2ccc(Cl)cc2)CC1
i,F[B-](F)(F)c1cc2cc(Br)ccc2s1

Fetched by structure from the list above, 2 records:
KCNK3 block,SMILES
i,COC(=O)[C@@]1(Cc2ccccc2)[C@H]2C(=O)N(Cc3ccccc3)C(=O)[C@H]2[C@H]2CN=C(SCc3ccccc3)N21
i,CCN(C[C@H]1N[C@@](CC)(C(=O)OC)[C@H]2C(=O)N(Cc3ccccc3)C(=O)[C@@H]12)C(=O)c1ccc(C)cc1

(list continues)
KCNK3 block,SMILES
i,O=C1NC(Cc2ccc(O)cc2)c2nc3cc(Cl)ccc3c(=O)n2-c2cc(Cl)ccc21 (configuration not stated)
i,C/C(=N\NC(=O)c1cc2c(s1)CCC(C)C2)c1ccc[nH]1 (configuration not stated)
i,COc1ccc(CNS(=O)(=O)CCNCc2ccco2)cc1
i,CCN(CC)C(=O)[C@H]1C[C@H](CC(=O)NCCc2ccccn2)C(=O)N2CCc3c([nH]c4ccc(Cl)cc34)[C@]12C
i,C[C@]12c3[nH]c4cc(-c5ccco5)ccc4c3CCN1C(=O)[C@@H](CC(=O)NCC13CC4CC(CC(C4)C1)C3)C[C@@H]2C(=O)N1CCCCC1
i,COCCCNC(=O)C[C@H]1C[C@H](C(=O)N2CCOCC2)[C@@]2(CCC3CCCC3)c3[nH]c4cc(-c5ccco5)ccc4c3CCN2C1=O
i,CC(C)C[C@@H](CN1CCC[C@@H]1CN1C(=O)C(=O)NC[C@@H]1Cc1ccccc1)N1C[C@H](Cc2ccc(O)cc2)N(CC2CCCCC2)C(=O)C1=O
i,C#CCOCCOCCOCCNc1nc(N2CCN(C(=O)[C@H](CCC(=O)O)n3cc(CN)nn3)CC2)nc(N2CCN(C(=O)[C@H](CCC(=O)O)n3cc(CN)nn3)CC2)n1
i,COC(=O)C(C(=O)OC)[C@@H]1C=C[C@H](C[N+](=O)[O-])N(C(C)=O)C1
i,Cc1ccc(NC(=O)c2ncn(CCCNCc3ccccc3)n2)cc1C
i,Cc1cn(CC(=O)NCCCn2ccnc2)c(=O)[nH]c1=O
i,O=c1cc2c(c(-c3ccccc3)n1Cc1ccccc1)[C@H](CCO)NC2

Remaining list, next part.
KCNK3 block,SMILES
i,Nc1ncnc2c1ncn2[C@@H]1O[C@H](CNC(=O)[C@H](N)Cc2cscn2)[C@@H](O)[C@H]1O
i,CN(C)C(=O)CCc1ccc2c3c([nH]c2c1)[C@]1(C)[C@@H](C(=O)N2CCCCC2)C[C@H](CC(=O)NCCc2ccccn2)C(=O)N1CC3
i,COc1ccc2[nH]c3c(c2c1)CCN1C(=O)C(CC(=O)NCCC2=CCCCC2)C[C@H](C(=O)N2CCCCC2)[C@@]31C (some centres not stated)
i,Cc1ccc(NCCCn2cnc3c(OCc4ccccc4)ncnc32)cc1C
i,F[B-](F)(F)COCc1ccccc1Br
i,CC(C)=CCC/C(C)=C/CNC(=O)C[C@H]1C[C@H](C(=O)N2CCCCC2)[C@@]2(C)c3[nH]c4ccc(Cl)cc4c3CCN2C1=O
i,OC[C@@H]1[C@@H](c2ccc(Cl)cc2)C(c2ccccc2)=NN1c1ccccc1
i,COc1cc(NC(=O)COc2cccc3c2OC(C)(C)C3)cc(OC)c1OC
i,CC(=O)N1CCOc2ccc(S(=O)(=O)NC[C@H]3O[C@@H](n4ccc(=O)[nH]c4=O)[C@H](O)[C@@H]3O)cc21
i,O=C(Cn1cnc2c(NCc3ccccc3)ncnc21)NCCN1CCOCC1
i,O=C(Cc1ccc(NC(=O)C2CCCN(C(=O)C3CCC3)C2)cc1)Nc1cccc(C(=O)N2CCCC2)c1 (configuration not stated)
i,CCCCC[C@@H]1C=C(C(=O)O)[C@H](c2ccc(Cl)cc2)N1S(=O)(=O)c1ccc(C)cc1

The list continues:
KCNK3 block,SMILES
i,C[C@H]1CN([C@@H](C)CO)C(=O)Cc2cc(NS(=O)(=O)c3ccc(Cl)cc3)ccc2O[C@@H]1CN(C)C(=O)Nc1cccc2ccccc12
i,CCOC(=O)C1=C(C)N(C[C@@H]2CC[C@@H](Cc3ccc4cc(OC)ccc4c3)O2)C(=O)NC1c1ccccc1 (some centres not stated)
i,COC(=O)[C@@H](Cc1ccccc1)NC(=O)CC[C@H]1O[C@@H](n2cc(C)c(=O)[nH]c2=O)C[C@@H]1O
i,C/C(=N\Nc1ccc(Cl)nn1)c1ccccc1O
i,O=S(=O)(c1c(F)cccc1F)N(CCc1ccc(F)cc1)C[C@@H](O)COCc1ccccc1
i,CC(C)C[C@H]1CNC(=S)N1CC1CCN(CCC23CC4CC(CC(C4)C2)C3)CC1
i,CCN(C[C@H]1N[C@@](C)(C(=O)OC)[C@H]2C(=O)N(C)C(=O)[C@@H]12)C(C)=O
i,F[B-](F)(F)COc1ccccc1
i,CN(CCc1ccccc1)C(=O)c1ccc(NC(=O)Cc2ccc(NC(=O)C3CCN(S(=O)(=O)c4cccc([N+](=O)[O-])c4)CC3)cc2)cc1
i,CN1C[C@H]2CON(C)[C@H]2C[C@H]1c1cccc(-c2ccccc2)c1
i,COc1ccc(CNC(=O)C[C@H]2C[C@H](C(=O)N3CCOCC3)[C@@]3(CCC4CCCC4)c4[nH]c5ccc(Cl)cc5c4CCN3C2=O)cc1OC
i,CCNC(=O)N(CC)C[C@H]1N[C@@](Cc2ccccc2)(C(=O)OC)[C@H]2C(=O)N(Cc3ccccc3)C(=O)[C@@H]12

7 structures already listed, ordered by SMILES length, high to low.
KCNK3 block,SMILES
i,COc1ccc(CNC(=O)C[C@H]2C[C@H](C(=O)N3CCOCC3)[C@@]3(CCC4CCCC4)c4[nH]c5ccc(Cl)cc5c4CCN3C2=O)cc1OC
i,CC[C@]12c3[nH]c4ccccc4c3CCN1C(=O)C(CC(=O)NCCCOC)C[C@@H]2C(=O)N1CCN(C(=O)C2CC2)CC1 (some centres not stated)
i,Cc1ccc([C@H]2C(C(=O)O)=CC[C@@H](c3ccc(Cl)cc3)N2S(=O)(=O)c2ccc(C)cc2)cc1
i,Cc1ccc(C(=O)N2CCC3CC2c2cc(-c4ccc5c(c4)OCO5)ccc23)cc1 (configuration not stated)
i,CN1C[C@H]2CON(C)[C@H]2C[C@H]1c1cccc(-c2ccccc2)c1
i,O=[N+]([O-])c1ccc(COc2ccc(CN3CCCC3)cc2)cc1
i,COc1ccc(CNS(=O)(=O)CCNCc2ccco2)cc1

New compounds follow:
KCNK3 block,SMILES
i,CC(C)CN1CC(COCc2ccccc2)Oc2ccccc2S1(=O)=O (configuration not stated)
i,CC(NC(=O)Cc1ccc(S(=O)(=O)N2CCCCC2)cc1)c1ccccc1 (configuration not stated)
i,COC(=O)[C@]1(C)N[C@H](CN(C)S(=O)(=O)c2ccc(-c3ccccc3)cc2)[C@@H]2C(=O)N(Cc3ccccc3)C(=O)[C@@H]21
i,Cc1ccc(S(=O)(=O)N(C)C[C@@H]2Oc3c(NC(=O)C4CC4)cccc3C(=O)N([C@@H](C)CO)C[C@@H]2C)cc1
i,Cc1ccc(CNCCCn2cnc(C(=O)Nc3ccc(C)c(C)c3)n2)o1
i,O=C(CN1C(=O)NC2(CCCCCC2)C1=O)NCCc1ccccc1
i,CN(C(=O)c1cccc(NC(=O)Cc2ccc(NC(=O)C3CCCN(S(=O)(=O)c4cccc([N+](=O)[O-])c4)C3)cc2)c1)C1CCCC1 (configuration not stated)
i,CN(C(=O)c1cccc(NC(=O)Cc2ccc(NC(=O)C3CCN(C(=O)C4CC4)CC3)cc2)c1)C1CC1
i,COc1ccc(-c2noc(CCC(=O)N3CCN(c4ccccc4)CC3)n2)cc1
i,CC(C)N(C(=O)[C@H]1C[C@H](CC(=O)NC(C)(C)C)C(=O)N2CCc3c([nH]c4cc(CCC(=O)N(C)C)ccc34)[C@]12C)C(C)C
i,CC(C)(C)OC(=O)N1CCCC(C(=O)Nc2cccc(C(=O)NC3CC3)c2)C1 (configuration not stated)
i,Cc1ccc(S(=O)(=O)NCCCNS(=O)(=O)c2ccccc2Br)cc1

Next results follow:
KCNK3 block,SMILES
i,CN(C)C(=O)CCc1ccc2c3c([nH]c2c1)[C@]1(C)[C@@H](C(=O)N2CCCCC2)C[C@H](CC(=O)NCC24CC5CC(CC(C5)C2)C4)C(=O)N1CC3
i,C=C(CCO)C1=CCN(S(=O)(=O)C(C)(C)C)[C@@H]1CCO
i,CN(C(=O)c1cccc(NC(=O)Cc2ccc(NC(=O)C3CCN(C(=O)C4CC4)CC3)cc2)c1)C1CCCC1
i,CN(C)CCCNC(=O)C[C@H]1C[C@H](C(=O)N2CCCCC2)[C@@]2(C)c3[nH]c4cc(-c5ccco5)ccc4c3CCN2C1=O
i,CCN(C[C@H]1N[C@@](C)(C(=O)OC)[C@H]2C(=O)N(Cc3ccccc3)C(=O)[C@@H]12)S(=O)(=O)c1ccc(C)cc1
i,C[C@H](CO)N1C[C@H](C)[C@@H](CN(C)S(=O)(=O)c2cccs2)Oc2ccc(NC(=O)C3CC3)cc2C1=O
i,COc1cc(OC)c2c(c1)OC(=O)CC2c1ccc(C)cc1 (configuration not stated)
i,Cn1cncc1C#Cc1c(-c2ccc(S(C)(=O)=O)cc2)sc2ccccc12
i,CC(C)(C)OC(=O)N(CCc1ccccc1)Cc1cccc(OCc2cccc(NC(=O)C3CC3)c2)c1
i,Cc1noc(C)c1COC(=O)c1cc(S(=O)(=O)N2CCOCC2)ccc1F
i,COc1ccc(-c2noc(CCC(=O)N3CCN(c4cccc(OC)c4)CC3)n2)cc1
i,CC(C)Cn1c(N)c(C(=O)COC(=O)c2cc(S(=O)(=O)N3CCOCC3)ccc2Br)c(=O)n(C)c1=O

Continuation.
KCNK3 block,SMILES
i,O=S(=O)(c1cc(Cl)cc(Cl)c1)N1CCC2CC1c1cc(Cl)ccc12 (configuration not stated)
i,COc1ccc2[nH]cc(CCNC(=O)Cn3cc(C)c(=O)[nH]c3=O)c2c1
i,Cc1cc(C(=O)Cn2cnc3ccc(Cl)cc3c2=O)c(C)n1C1CC1
i,CC(C)NC(=O)Nc1ccc2c(c1)C(=O)N([C@H](C)CO)C[C@H](C)[C@@H](CN(C)C(=O)Nc1ccc(C(F)(F)F)cc1)O2
